FAS TE block: blocks the thioesterase domain of human fatty acid synthase; P49327; recombinant FAS-TE, OMFH fluorogenic substrate, fluorescence endpoint; inhibition, % at 15 µM; 360,000 compounds, 0.67% hits; AID 602261;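 active means compounds whose normalised, plate-corrected inhibition of enzyme fluorescence in the single-dose primary screen is 50% or more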;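 further: 0% = DMSO with enzyme and 100% = substrate without enzyme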
MsrA act: activators of bovine methionine sulfoxide reductase A | purified bovine MsrA, absorbance read-out | activation, % at 10.6 µM | 360,000 compounds, 0.3% hits; in the data active means activation above about 7.5%;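 further: 0% = vehicle and 100% = reference activator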
CSN deneddyl inh: CSN deneddylation inhibition | Q92905 | Purified CSN, SCF-Nedd8-OG deneddylation, fluorescence polarization | inhibition, % at 12.5 µM | 360,000 compounds, 0.38% hits;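 active means pattern-corrected inhibition above about 35%, with an unprinted fluorescence ratio check between 0.5 and 1.5, limit read from the data, passing the limit was not always enough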;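 further: 0% = enzyme with substrate and 100% = substrate without enzyme; some results filed as inactive read as strong as hits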
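Detection – fluorescence polarization · System – HEK293T-derived human Csn5 enzyme · Controls – substrate-only high control, full reaction low control · Timing – 90 min, room temperature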
MsrA inh: inhibitors of bovine MsrA | purified bovine MsrA, absorbance read-out | inhibition, % at 15.5 µM | 360,000 compounds, 0.75% hits | AID 651718; in the data active means inhibition above about 4.5%;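 further: 0% = vehicle wells with enzyme and 100% = reference inhibitor wells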
TbMetRS inhib: Trypanosoma brucei MetRS inhibition; purified T. brucei MetRS, ATP depletion, Kinase-Glo luminescence; inhibition, % at 11.9 µM; 360,000 compounds, 0.4% hits; AID 624268;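 active means inhibition above a per-plate cutoff of the control wells' mean inhibition plus 3 SD, cut at about 5.5% in these data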;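 further: 0% = DMSO wells median and 100% = median of wells with control inhibitor compound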
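Test system: purified T. brucei MetRS enzyme. Also added: ATP, methionine and E. coli bulk tRNA substrates. Compound: 11.9 µM single point. Schedule: 15 min enzyme-compound preincubation, 2 h reaction, 10 min detection, 25 °C. Signal: luciferase luminescence of residual ATP, Kinase-Glo. Evaluation: percent inhibition versus plate control medians. Controls: DMSO wells, low control.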
Rin1-Abl PPI inh: inhibitors of human Rin1-Abl protein interaction. P00519+Q13671. 360,000 compounds, 0.4% hits. TR-FRET Rin1/Abl binding, biochemical. inhibition, % at 7.35 µM. AID 588664; in the data active means inhibition above about 5%, passing the limit was not always enough
Target sequence (P00519 whole entry, looked up): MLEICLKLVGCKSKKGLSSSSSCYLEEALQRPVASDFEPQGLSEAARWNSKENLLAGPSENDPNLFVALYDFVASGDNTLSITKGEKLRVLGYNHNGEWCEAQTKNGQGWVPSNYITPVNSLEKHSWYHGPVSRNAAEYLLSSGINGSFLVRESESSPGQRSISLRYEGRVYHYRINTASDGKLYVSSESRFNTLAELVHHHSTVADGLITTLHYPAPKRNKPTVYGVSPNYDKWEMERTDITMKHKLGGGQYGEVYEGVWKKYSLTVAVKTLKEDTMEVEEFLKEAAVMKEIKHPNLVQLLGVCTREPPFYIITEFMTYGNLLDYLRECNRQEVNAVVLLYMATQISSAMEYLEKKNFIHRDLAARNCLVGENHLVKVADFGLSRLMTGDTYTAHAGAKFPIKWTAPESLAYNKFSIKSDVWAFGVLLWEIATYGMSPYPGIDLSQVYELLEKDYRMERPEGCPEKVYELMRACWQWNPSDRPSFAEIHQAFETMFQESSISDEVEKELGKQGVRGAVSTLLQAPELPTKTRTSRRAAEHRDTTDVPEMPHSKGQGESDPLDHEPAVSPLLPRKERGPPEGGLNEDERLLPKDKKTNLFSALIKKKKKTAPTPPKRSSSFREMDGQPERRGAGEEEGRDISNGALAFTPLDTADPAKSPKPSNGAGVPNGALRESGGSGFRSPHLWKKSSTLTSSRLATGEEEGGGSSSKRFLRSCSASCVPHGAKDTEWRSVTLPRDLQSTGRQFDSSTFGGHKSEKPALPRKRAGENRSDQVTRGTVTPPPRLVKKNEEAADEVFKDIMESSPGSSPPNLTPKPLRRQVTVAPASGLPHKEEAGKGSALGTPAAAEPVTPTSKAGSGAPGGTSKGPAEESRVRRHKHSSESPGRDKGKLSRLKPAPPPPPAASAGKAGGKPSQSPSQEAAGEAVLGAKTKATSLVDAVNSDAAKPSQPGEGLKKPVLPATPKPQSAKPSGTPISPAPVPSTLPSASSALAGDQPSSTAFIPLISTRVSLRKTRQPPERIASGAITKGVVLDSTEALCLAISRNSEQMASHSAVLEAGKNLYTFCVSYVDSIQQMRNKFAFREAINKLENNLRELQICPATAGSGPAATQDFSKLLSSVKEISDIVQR
Target sequence (Q13671 whole entry, looked up): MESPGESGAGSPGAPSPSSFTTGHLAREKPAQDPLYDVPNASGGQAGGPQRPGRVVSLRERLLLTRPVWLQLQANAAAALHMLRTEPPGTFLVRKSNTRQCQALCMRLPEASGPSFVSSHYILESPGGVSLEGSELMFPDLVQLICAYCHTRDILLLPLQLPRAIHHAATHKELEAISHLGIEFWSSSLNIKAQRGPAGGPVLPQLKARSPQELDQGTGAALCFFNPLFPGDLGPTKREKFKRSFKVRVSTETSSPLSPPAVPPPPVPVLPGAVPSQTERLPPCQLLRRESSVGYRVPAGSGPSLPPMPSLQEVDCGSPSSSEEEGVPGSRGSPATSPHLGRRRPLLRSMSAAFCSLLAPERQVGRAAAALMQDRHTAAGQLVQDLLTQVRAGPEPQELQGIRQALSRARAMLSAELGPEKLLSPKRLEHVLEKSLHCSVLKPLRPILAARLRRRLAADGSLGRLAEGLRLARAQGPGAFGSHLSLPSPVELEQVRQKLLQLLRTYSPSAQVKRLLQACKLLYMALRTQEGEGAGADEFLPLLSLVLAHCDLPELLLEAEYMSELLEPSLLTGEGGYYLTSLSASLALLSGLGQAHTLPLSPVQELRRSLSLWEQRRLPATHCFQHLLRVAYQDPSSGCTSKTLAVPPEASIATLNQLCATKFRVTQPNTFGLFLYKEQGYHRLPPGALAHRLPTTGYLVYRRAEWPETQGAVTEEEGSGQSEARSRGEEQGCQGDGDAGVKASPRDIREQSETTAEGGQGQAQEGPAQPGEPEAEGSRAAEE
E coli Lon inh: inhibits E. coli Lon protease; P0A9M0; purified E. coli Lon protease, fluorescence polarization; inhibition, % at 7.94 µM; 360,000 compounds, 0.42% hits; in the data active means inhibition above about 13%, passing the limit was not always enough;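 further: 0% = enzyme with probe and DMSO and 100% = no enzyme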
Neddyl block: cullin neddylation inhibition; TR-FRET cullin neddylation, biochemical; P61081+Q13564; calls only at 25 µM; 360,000 compounds, 0.58% hits; in the data active means inhibition above about 36%
MLLE-PAM2 inh: inhibitors of microRNA-mediated deadenylation, human PABP1 MLLE binding; P11940; GST-MLLE / FITC-PAM2 fluorescence polarization; inhibition, % at 20 µM; 360,000 compounds, 0.36% hits; AID 588489; in the data active means inhibition above about 35%, passing the limit was not always enough;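 further: plate controls were DMSO wells with GST-MLLE for no effect and wells lacking GST-MLLE protein for full effect; some results filed as inactive read as strong as hits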
The depositor's hits bear a star.

For CC(CCc1ccccc1)NC(=O)COC(=O)CC1CC2CCC1C2 (configuration not stated) the results were FAS TE block 5, MsrA act -2, CSN deneddyl inh -2, MsrA inh -0.1, TbMetRS inhib 0.0, Rin1-Abl PPI inh -3, E coli Lon inh 0, Neddyl block inactive and MLLE-PAM2 inh -6.
For CCOc1ccccc1N1CCN(C(=O)CCCc2nc3ccccc3s2)CC1 the results were FAS TE block 2, MsrA act -4, CSN deneddyl inh -10, MsrA inh -0.1, TbMetRS inhib 0.0, Rin1-Abl PPI inh 5, E coli Lon inh 10, Neddyl block inactive and MLLE-PAM2 inh 7.
For COC(=O)CCC(=O)N1CCc2cc(S(=O)(=O)N3CCN(c4ccccc4Cl)CC3)ccc21 the results were FAS TE block 37, MsrA act -6, CSN deneddyl inh -1, MsrA inh 0.8, TbMetRS inhib 0.3, Rin1-Abl PPI inh -3, E coli Lon inh -6, Neddyl block inactive and MLLE-PAM2 inh 6.
`COc1ccc(CNS(=O)(=O)c2ccc(F)cc2Br)cc1` gave FAS TE block -3, MsrA act -3, CSN deneddyl inh -2, MsrA inh -1.0, TbMetRS inhib -0.5, Rin1-Abl PPI inh -4, E coli Lon inh 3, Neddyl block inactive and MLLE-PAM2 inh 5.
CCn1nc(C)c(CNCc2cn[nH]c2-c2cc3ccccc3o2)c1C was read as FAS TE block -7, MsrA act -7, CSN deneddyl inh 3, MsrA inh 0.8, TbMetRS inhib -1.1, Rin1-Abl PPI inh -2, E coli Lon inh 8, Neddyl block inactive and MLLE-PAM2 inh 0.
For C=CCn1c(O)c(N=Nc2ccccc2)c2ccccc21 the results were FAS TE block 7, MsrA act -2, CSN deneddyl inh 6, MsrA inh 0.1, TbMetRS inhib -0.3, Rin1-Abl PPI inh 3, E coli Lon inh -4, Neddyl block inactive and MLLE-PAM2 inh 10.
`COc1ccc(C(=O)NCC(=O)N/N=C(\C)Cc2ccccc2)cc1` gave FAS TE block -4, MsrA act -2, CSN deneddyl inh -1, MsrA inh 1.6, TbMetRS inhib 0.0, Rin1-Abl PPI inh 2, E coli Lon inh 0, Neddyl block inactive and MLLE-PAM2 inh 1.
Cc1ccc2c(C(=O)N3CCN(c4ccccc4)CC3)cc(-c3cccnc3)nc2c1C was read as FAS TE block 23, MsrA act -5, CSN deneddyl inh -4, MsrA inh -1.1, TbMetRS inhib -1.0, Rin1-Abl PPI inh -3, E coli Lon inh -1, Neddyl block inactive and MLLE-PAM2 inh -2.
Screening O=S(=O)(c1cccc(S(=O)(=O)N2CCOCC2)c1)N1CCCCCC1 returned FAS TE block 0, MsrA act -2, CSN deneddyl inh -3, MsrA inh 0.3, TbMetRS inhib -0.2, Rin1-Abl PPI inh -2, E coli Lon inh 5, Neddyl block inactive and MLLE-PAM2 inh -2.
`Cc1ccc(CNC(=O)Nc2ccc(F)cc2F)n1C` gave FAS TE block -6, MsrA act -5, CSN deneddyl inh 0, MsrA inh -0.1, TbMetRS inhib -1.2, Rin1-Abl PPI inh 4, E coli Lon inh 10, Neddyl block inactive and MLLE-PAM2 inh -6.
`COc1ccc(NC(=O)CC(CC(=O)O)c2cc(OC)c(OC)c(OC)c2)cc1` (configuration not stated) gave FAS TE block -6, MsrA act 0, CSN deneddyl inh 0, MsrA inh 2.5, TbMetRS inhib -0.5, Rin1-Abl PPI inh 1, E coli Lon inh -1, Neddyl block inactive and MLLE-PAM2 inh -5.
For C/C(=N\NC(=O)c1ccc(COc2ccccc2)cc1)c1ccncc1 the results were FAS TE block -6, MsrA act -3, CSN deneddyl inh 2, MsrA inh -0.8, TbMetRS inhib 0.0, Rin1-Abl PPI inh 4, E coli Lon inh -7, Neddyl block inactive and MLLE-PAM2 inh -2.
Screening COCCCn1cc(C(=O)c2cc(OC)ccc2OCC(=O)N2CCCCC2C)cc(C#N)c1=O (configuration not stated) returned FAS TE block 21, MsrA act -5, CSN deneddyl inh -4, MsrA inh 0.8, TbMetRS inhib 0.1, Rin1-Abl PPI inh 1, E coli Lon inh 3, Neddyl block inactive and MLLE-PAM2 inh 0.
Screening CCc1nn(CCCC(=O)NCc2ccc(C)cc2)c(=O)c2cc3occc3n12 returned FAS TE block 4, MsrA act 4, CSN deneddyl inh -1, MsrA inh -0.7, TbMetRS inhib -0.2, Rin1-Abl PPI inh -1, E coli Lon inh -8, Neddyl block inactive and MLLE-PAM2 inh 16.
Screening CSc1ncccc1C(=O)NC1CCCc2c1cnn2-c1ccc(C)c(C)c1 (configuration not stated) returned FAS TE block 0, MsrA act -6, CSN deneddyl inh -1, MsrA inh 1.1, TbMetRS inhib -0.7, Rin1-Abl PPI inh 2, E coli Lon inh 8, Neddyl block inactive and MLLE-PAM2 inh 9.
For Cc1cccc(NC(=S)N=Nc2c(O)[nH]c3ccccc23)c1 the results were FAS TE block 0, MsrA act -4, CSN deneddyl inh -5, MsrA inh 1.2, TbMetRS inhib 0.3, Rin1-Abl PPI inh 3, E coli Lon inh 3, Neddyl block inactive and MLLE-PAM2 inh 28.
`CN(CC(=O)Nc1ccc(F)cc1)C(=O)c1ccccc1Sc1ccccc1C#N` gave FAS TE block 1, MsrA act 1, CSN deneddyl inh 0, MsrA inh 3.0, TbMetRS inhib 0.6, Rin1-Abl PPI inh 0, E coli Lon inh -9, Neddyl block inactive and MLLE-PAM2 inh 10.
`S=C(NCC(c1ccco1)N1CCCC1)Nc1ccccc1` (configuration not stated) gave FAS TE block -4, MsrA act -1, CSN deneddyl inh 1, MsrA inh 0.0, TbMetRS inhib -0.5, Rin1-Abl PPI inh 3, E coli Lon inh -1, Neddyl block inactive and MLLE-PAM2 inh -4.
For Cc1sc2nc(SCc3nc(-c4ccccc4)no3)n(-c3ccccc3)c(=O)c2c1C the results were FAS TE block -7, MsrA act 1, CSN deneddyl inh 1, MsrA inh 0.6, TbMetRS inhib 0.2, Rin1-Abl PPI inh 3, E coli Lon inh -4, Neddyl block inactive and MLLE-PAM2 inh 3.
`Cc1ccc(N2CCN(C(=O)c3ccccc3F)CC2)c(C)c1` gave FAS TE block 4, MsrA act -1, CSN deneddyl inh 0, MsrA inh 0.8, TbMetRS inhib 0.1, Rin1-Abl PPI inh -2, E coli Lon inh -4, Neddyl block inactive and MLLE-PAM2 inh 0.
Screening COc1ccc2nc(NC(=O)c3c(C)noc3C)sc2c1 returned FAS TE block 0, MsrA act -16, CSN deneddyl inh 4, MsrA inh 1.9, TbMetRS inhib -0.6, Rin1-Abl PPI inh 2, E coli Lon inh -4, Neddyl block active and MLLE-PAM2 inh -21.
Screening O=C(NCC(=O)N1CCCC1)c1cccs1 returned FAS TE block -7, MsrA act -1, CSN deneddyl inh -2, MsrA inh 1.0, TbMetRS inhib -0.6, Rin1-Abl PPI inh 1, E coli Lon inh 1, Neddyl block inactive and MLLE-PAM2 inh 4.
For COc1ccc(C(CNC(=O)C(C)(C)Oc2ccc(Cl)cc2)N2CCOCC2)cc1 (configuration not stated) the results were FAS TE block 6, MsrA act -3, CSN deneddyl inh 1, MsrA inh 0.4, TbMetRS inhib -0.5, Rin1-Abl PPI inh 5, E coli Lon inh -2, Neddyl block inactive and MLLE-PAM2 inh -16.
For Cc1cc(C)nc(-n2nc(C)c3c(C(F)(F)F)cc(=O)[nH]c32)n1 the results were FAS TE block -8, MsrA act -7, CSN deneddyl inh -3, MsrA inh -0.4, TbMetRS inhib -1.0, Rin1-Abl PPI inh -3, E coli Lon inh -5, Neddyl block inactive and MLLE-PAM2 inh 10.
Screening CSc1nc(O)c(C(c2ccccc2)c2c(O)nc(SC)[nH]c2=O)c(=O)[nH]1 returned FAS TE block -5, MsrA act 6, CSN deneddyl inh 3, MsrA inh 0.4, TbMetRS inhib -0.3, Rin1-Abl PPI inh 2, E coli Lon inh -4, Neddyl block inactive and MLLE-PAM2 inh 7.
Screening Cc1ccccc1N(CC(=O)O)S(C)(=O)=O returned FAS TE block -3, MsrA act 0, CSN deneddyl inh -1, MsrA inh 0.3, TbMetRS inhib 0.1, Rin1-Abl PPI inh 3, E coli Lon inh -4, Neddyl block inactive and MLLE-PAM2 inh -7.
Cc1c([N+](=O)[O-])c(C/C=N/O)nn1C was read as FAS TE block -5, MsrA act 0, CSN deneddyl inh -5, MsrA inh 0.3, TbMetRS inhib 3.5, Rin1-Abl PPI inh 2, E coli Lon inh 1, Neddyl block inactive and MLLE-PAM2 inh 10.
For CC(=O)Nc1ccc(NC(=O)C(C)OC(=O)CCCOc2ccc(Cl)c(C)c2)cc1 (configuration not stated) the results were FAS TE block -2, MsrA act -2, CSN deneddyl inh -3, MsrA inh 0.1, TbMetRS inhib 0.0, Rin1-Abl PPI inh -4, E coli Lon inh -4, Neddyl block inactive and MLLE-PAM2 inh -14.

Compounds from the list above with an aryl methoxy group (6):
`COc1ccc(CNS(=O)(=O)c2ccc(F)cc2Br)cc1` gave FAS TE block -3, MsrA act -3, CSN deneddyl inh -2, MsrA inh -1.0, TbMetRS inhib -0.5, Rin1-Abl PPI inh -4, E coli Lon inh 3, Neddyl block inactive and MLLE-PAM2 inh 5.
`COc1ccc(C(=O)NCC(=O)N/N=C(\C)Cc2ccccc2)cc1` gave FAS TE block -4, MsrA act -2, CSN deneddyl inh -1, MsrA inh 1.6, TbMetRS inhib 0.0, Rin1-Abl PPI inh 2, E coli Lon inh 0, Neddyl block inactive and MLLE-PAM2 inh 1.
`COc1ccc(NC(=O)CC(CC(=O)O)c2cc(OC)c(OC)c(OC)c2)cc1` (configuration not stated) gave FAS TE block -6, MsrA act 0, CSN deneddyl inh 0, MsrA inh 2.5, TbMetRS inhib -0.5, Rin1-Abl PPI inh 1, E coli Lon inh -1, Neddyl block inactive and MLLE-PAM2 inh -5.
Screening COCCCn1cc(C(=O)c2cc(OC)ccc2OCC(=O)N2CCCCC2C)cc(C#N)c1=O (configuration not stated) returned FAS TE block 21, MsrA act -5, CSN deneddyl inh -4, MsrA inh 0.8, TbMetRS inhib 0.1, Rin1-Abl PPI inh 1, E coli Lon inh 3, Neddyl block inactive and MLLE-PAM2 inh 0.
Screening COc1ccc2nc(NC(=O)c3c(C)noc3C)sc2c1 returned FAS TE block 0, MsrA act -16, CSN deneddyl inh 4, MsrA inh 1.9, TbMetRS inhib -0.6, Rin1-Abl PPI inh 2, E coli Lon inh -4, Neddyl block active and MLLE-PAM2 inh -21.
For COc1ccc(C(CNC(=O)C(C)(C)Oc2ccc(Cl)cc2)N2CCOCC2)cc1 (configuration not stated) the results were FAS TE block 6, MsrA act -3, CSN deneddyl inh 1, MsrA inh 0.4, TbMetRS inhib -0.5, Rin1-Abl PPI inh 5, E coli Lon inh -2, Neddyl block inactive and MLLE-PAM2 inh -16.

Assay outcomes: PubChem BioAssay, several laboratories
